Compound activity from PubChem.
uPA generation = inhibitors of cell surface uPA generation; AID 540303; Potency, µM (top dose mostly 38.3 µM), without a hit: at the highest dose activity change, negative = inhibition, most hits filed as inhibitors; cell surface uPA generation assay, qHTS; 330,000 compounds, 0.31% hits; active means well fitted inhibition curve with a large enough effect; inconclusive means small, poorly fitted or top-dose-only effect; inactive means no such curve, though single readings can be large or run the other way; tested in mouse RAW 264.7 cells; further: on the % scale 0 is the no-effect control and ±100 the full control effect; nearly all actives have a fitted effect of over 55% in size
RORgamma inh = ROR gamma (mouse) transcription inhibition. P51450. Drosophila S2 Gal4-RORgamma UAS-luciferase reporter, 20 h. Potency, µM (doses to about 53.6 µM), for the others: at the highest dose activity change, negative = inhibition, usual class: inhibitors. 310,000 compounds, 5.4% hits. AID 2551; further: on the % scale 0 is the no-effect control and ±100 the full control effect; nearly all actives have a fitted effect of over 60% in size
Target sequence (P51450 whole entry, looked up, the tested form may be a part): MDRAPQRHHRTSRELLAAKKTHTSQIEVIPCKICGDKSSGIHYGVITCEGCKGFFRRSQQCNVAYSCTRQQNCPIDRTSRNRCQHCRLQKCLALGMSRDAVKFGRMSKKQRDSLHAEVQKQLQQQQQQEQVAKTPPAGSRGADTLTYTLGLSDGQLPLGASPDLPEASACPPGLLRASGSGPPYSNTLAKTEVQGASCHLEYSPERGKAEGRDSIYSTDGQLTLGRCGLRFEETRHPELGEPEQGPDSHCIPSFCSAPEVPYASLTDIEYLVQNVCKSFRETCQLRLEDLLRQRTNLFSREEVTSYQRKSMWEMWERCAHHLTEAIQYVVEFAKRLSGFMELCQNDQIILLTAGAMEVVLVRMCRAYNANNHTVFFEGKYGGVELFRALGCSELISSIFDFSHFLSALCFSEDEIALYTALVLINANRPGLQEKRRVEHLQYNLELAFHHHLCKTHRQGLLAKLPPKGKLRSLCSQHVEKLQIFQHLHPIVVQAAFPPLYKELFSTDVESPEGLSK
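Stably transfected Drosophila Schneider cells are the test system, with ROR gamma fused to Gal4 and luciferase under UAS control; luminescence is read after 20 hr of 700 uM copper sulfate induction at ambient temperature.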
ELG1 genotoxic = genotoxicity induction in ELG1-luciferase HEK293T cells. Potency, µM (titrated, usually from 46 µM), without a hit: at the top dose activity change, positive = activation, most hits filed as activators. HEK293T ELG1-luciferase reporter, luminescence, 16 h. 330,000 compounds, 1.3% hits. AID 504466; further: % of control where 0% means no effect; nearly all actives have a fitted effect of over 60% in size
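Luminescence read-out: rising ELG1-luciferase signal, reflecting elevated ELG1 protein under genetic stress, flags genotoxic compounds. Cells were treated for 16 hr at 37 °C before ONE-Glo detection.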
MBNL1-CUG inh = inhibitors of human MBNL1 binding to CUG repeat RNA. Potency, µM (series often up to 57.5 µM), without a hit: at the top dose activity change, negative = inhibition, hits mostly inhibitors. TR-FRET MBNL1-His/biotin-(CUG)12 binding, 665/545 ratio. 280,000 compounds, 0.036% hits; active means well fitted inhibition curve with a large enough effect in the signal ratio, with a control signal flat, not every such curve was filed as active; inconclusive means small, poorly fitted or top-dose-only effect, or effect the other way, or a change in a side signal; inactive means no such curve, though single readings can be large or run the other way; the % refers to the signal ratio; further: on the % scale 0 is the no-effect control and ±100 the full control effect
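TR-FRET readout: Ex 340 nm, 665/545 nm emission ratio, normalized to buffer-only (basal) and MBNL1-(CUG)12 controls. Complex of MBNL1-His with Biotin-(CUG)12, compounds 92 nM–58 uM, incubated 60 min at room temperature.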
NPC1 prom act = activates the NPC1 promoter; Huh7 NPC1 promoter luciferase reporter, 24 h; Potency, µM (highest dose often 9.22 µM), without a hit: top-dose activation, actives largely listed as activators; 320,000 compounds, 2.4% hits; AID 485313;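 further: % of control where 0% means no effect; nearly all actives have a fitted effect of over 60% in size; reporter is driven by a mutant NPC1 promoter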
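Readout is luciferase luminescence, reflecting NPC1 promoter activation in stably transfected Huh7 cells after 24 h compound exposure at 37 °C in reduced-serum medium with 10% FBS.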
FLuc modulator = counter-screen for miR-21 project: firefly luciferase inhibitors or activators; P08659; purified FLuc, Km substrates, luminescence inhibition; Potency, µM (highest dose often 57.5 µM), inactives show at the highest dose activity change, negative = inhibition, actives largely listed as inhibitors; 360,000 compounds, 6.9% hits; AID 588342;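 further: plate controls were vehicle for no effect and reference inhibitor for full effect; nearly all actives have a fitted effect of over 55% in size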
Target sequence (P08659 whole entry, looked up): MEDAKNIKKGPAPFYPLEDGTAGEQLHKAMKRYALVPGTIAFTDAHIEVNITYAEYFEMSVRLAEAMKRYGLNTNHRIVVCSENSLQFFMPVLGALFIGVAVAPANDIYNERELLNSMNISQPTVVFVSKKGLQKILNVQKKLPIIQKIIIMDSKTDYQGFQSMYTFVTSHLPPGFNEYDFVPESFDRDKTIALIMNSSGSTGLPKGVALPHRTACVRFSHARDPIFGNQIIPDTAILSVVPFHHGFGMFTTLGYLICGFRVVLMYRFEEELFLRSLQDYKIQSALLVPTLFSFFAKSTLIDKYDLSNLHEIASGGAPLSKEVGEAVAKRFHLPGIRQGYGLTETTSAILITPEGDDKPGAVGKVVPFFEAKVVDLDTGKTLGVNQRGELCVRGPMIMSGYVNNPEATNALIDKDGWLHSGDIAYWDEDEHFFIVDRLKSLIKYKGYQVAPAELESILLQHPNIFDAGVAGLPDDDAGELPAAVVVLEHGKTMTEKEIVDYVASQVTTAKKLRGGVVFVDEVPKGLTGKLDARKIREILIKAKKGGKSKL
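Purified P. pyralis luciferase, 10 nM final, with Km-level 10 uM D-luciferin and 10 uM ATP in 50 mM Tris acetate pH 7.5, 10 mM Mg acetate, 0.01% Tween-20, 0.05% BSA; 6-point qHTS titration about 60 µM downward; luminescence read.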
BRCA1 expr up = increases BRCA1 expression. MCF7-BRCA1-FFLuc reporter, luminescence, 48 h; response scale: scaled: vehicle 0%, 10 µM genistein 100%. Potency, µM (doses to about 46.1 µM), inactives show top-dose activation, usual class: activators. 380,000 compounds, 1.1% hits; further: nearly all actives have a fitted effect of over 80% in size; some results filed as inactive show a strong effect at the top dose
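Compounds are tested at multiple concentrations on MCF7 BRCA1-luciferase reporter cells seeded at 2000 per well; after 48 h, a single luminescence end-point is taken and curves fitted to the normalized data.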
p53 reactivator = re-activators of mutant p53; H1299 p53-A138V BP100-luciferase reporter, luminescence, 24 h; 320,000 compounds, 0.063% hits; AID 504706; Potency, µM (titrated, usually from 92.2 µM), for inactives: at the highest dose activity change, positive = activation, hits mostly activators; further: % of control where 0% means no effect; nearly all actives have a fitted effect of over 45% in size
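H1299 (p53-null), stable ts p53-A138V + BP100-Luc; 1000 cells/well, Opti-MEM/10% FBS; cpd 4 pt, 1:5; 24 h, 37 deg C, 5% CO2; detection reagent 10 min RT; luminescence.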
Rab9 promoter act = Rab9 promoter activation; Huh7 Rab9 promoter-luciferase reporter, luminescence, 24 h; AID 485297; Potency, µM (doses to about 9.22 µM), without a hit: top-dose activation, negative = inhibition, usual class: activators; 320,000 compounds, 2.8% hits; further: % of control where 0% means no effect; nearly all actives have a fitted effect of over 60% in size
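Huh7 reporter line, Rab9 promoter upstream of luciferase. Compound exposure 24 h at 37 °C in reduced-serum medium with 10% FBS. Read-out: luminescence.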
Gal4-VP16 FLuc = counter-screen for ROR gamma inhibitors: Gal4-VP16 reporter. Drosophila S2 Gal4-VP16 UAS-luciferase, luminescence, 20 h. Potency, µM (highest dose often 53.6 µM), for inactives: at the top dose activity, negative = inhibition, actives largely listed as inhibitors. 310,000 compounds, 3.5% hits;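 further: Gal4-VP16 expression switched on by copper sulfate through the metallothionein promoter; on the % scale 0 is the no-effect control and ±100 the full control effect; nearly all actives have a fitted effect of over 50% in size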
Active calls of the source: *; u = inconclusive; x = not tested or not shown; & = joins results of further samples; [ ] = another dose, or the depositor's remark. Unless noted, the call rests on the fitted dose curve; in most records, active means well fitted curve in the direction sought with a large enough effect; inconclusive means small, poorly fitted or top-dose-only effect, or another doubt; inactive means no such curve, though single readings can be large; an effect the other way counts as inactive or inconclusive. Potency means the concentration at half of the fitted maximal effect.

SMILES | uPA generation | RORgamma inh | ELG1 genotoxic | MBNL1-CUG inh | NPC1 prom act | FLuc modulator | BRCA1 expr up | p53 reactivator | Rab9 promoter act | Gal4-VP16 FLuc
Cc1ccc(C(=O)c2ccc([N+](=O)[O-])cc2)cc1 | -5% | -25% | 1% | u | 3% | -13% | 14% | 13% | 3% | -8%
CC(OC(=O)c1ccccc1NS(=O)(=O)c1cccc(C(F)(F)F)c1)C(=O)N(C)Cc1ccccc1 (stereo not given) | -2% | u | -1% | -3% | -3% | 2% | -12% | 6% | 7% | 0%
CC(Sc1ncccn1)C(=O)NC1CCCC1 (stereo not given) | 1% | x | 0% | x | -2% | 1% | -2% | -1% | 0% | x
COc1nn(-c2ccccc2)c(=O)c(Cl)c1Cl | 26% | u | -11% | u | -47%[inhibitor] | 0% | -98%[inhibitor] | -7% | -50%[inhibitor] | 11µM*
CCOc1ccc(-c2c(C(=O)N/N=C/C3CCCCC3)nnn2-c2nonc2N)cc1 | 0% | -18% | 0% | -11% | -3% | 7% | 10% | -1% | -6% | -19%
Cc1ccc(CNC(=O)Cc2ccc(-n3cccc3)cc2)cc1 | -9% | -3% | 7% | -8% | -21% | -2% | -46% | 7% | -27% | 2%
COc1cc(C(=O)O/N=C(\N)c2ccncc2)cc(OC)c1OC | -17% | -23% | 4% | -5% | -1% | 3% | 9% | 5% | -2% | -1%
CC1=CC(C)C2(CO)COC(c3cccnc3)C1C2C (stereo not given) | 7% | -27% | -2% | -11% | -4% | -1% | -1% | -4% | -6% | 1%
CC1Sc2ccc(S(=O)(=O)N3CCC(C(=O)NCc4ccco4)CC3)cc2NC1=O (stereo not given) | -2% | 15% | -2% | -2% | -2% | 1% | -10% | 2% | -8% | -7%
O=C(COC(=O)CC12CC3CC(CC(C3)C1)C2)Nc1ncc(Cl)cc1Cl | x | -13% | -7% | 6% | 2% | -15% | -26% | -4% | -9% | 0%
COC(=O)CNC(=O)C(Cc1ccccc1)NS(=O)(=O)c1ccc2c(c1)c(=O)n(C)c(=O)n2C (stereo not given) | 18% | -21% | -1% | -4% | -2% | 0%&0% | -5%&-3% | -3% | 1% | -5%
COc1ccccc1CN1CCC(CNS(=O)(=O)c2cc(-c3cc(C)no3)ccc2C)CC1 | u | -1% | -1%[9.26 µM] | -9% | 0% | 0% | -28% | -5% | -2% | -4%
CCN(C(=O)COc1ncnc2ccccc12)C1CCCCC1 | -5% | x | -3% | x | x | x | 4% | -7% | x | x
CCOc1cc(C(=S)N2CCCC2)ccc1OC | 1% | 24% | 4% | -6% | 4% | -2% | -10% | -5% | -2% | 14%
COc1ccc(/C=C(\NC(=O)c2ccc(Cl)cc2)C(=O)NCC2CCCO2)cc1OC (stereo not given) | -1% | 0% | -3% | u | 0% | 2% | 1% | -10% | 1% | -3%
COc1cccc(CN2CCN(c3nc4nonc4nc3N3CCCCC3)CC2=O)c1 | -15% | -2% | 1% | -4% | -2% | 1% | 0% | 0% | 2% | -22%
O=C1CC(N2CCN(C(c3ccccc3)c3ccccc3)CC2)C(=O)N1 (stereo not given) | 0% | -11%[10 µM] | -2% | 9% | 1% | 1% | 0% | 3% | u | 3%
CCCCN(CCCC)NC(=O)c1ccccc1 | 2% | -40% | 1% | -8% | -3% | 1% | 4% | -1% | -7% | 12%
COc1ccc(NC(=O)c2cc3n(n2)C(C(F)(F)F)CC(c2ccc(OC)cc2)N3)cc1 (stereo not given) | x | 0% | 1% | 7% | 1% | 1% | -16% | 10% | 0% | -18%
Cc1cc(C(C)(C)C)cc(C)c1C(=O)O | -1% | 6% | -2% | x | 1% | -1% | 5% | 1% | -3% | -2%
CCN1C(=O)c2cccc3c(S(=O)(=O)NC(Cc4ccccc4)C(=O)O)ccc1c23 (stereo not given) | -1% | -1% | 1% | u | -1% | 5% | 10% | 6% | 5% | 1%
COc1ccc(CCC(=O)N2CCCc3ccccc32)cc1 | 0% | -1% | 2% | -2% | -3% | -8% | -5% | 0% | 1% | -11%
CCc1cccc(CC)c1NC(=O)CN1CCc2cc(OC)c(OC)cc2C1 | x | 40% | -8% | -3% | -22% | -1% | x | 8% | -33%[inhibitor] | u
O=C(Cn1c(=O)sc2ccccc21)Nc1ccc(S(=O)(=O)N2CCCC2)cc1 | 0% | 24% | -4% | -6% | 0% | 12% | 4% | -7% | -4% | 1%
CCN(CC)S(=O)(=O)c1ccc(S(=O)(=O)N(Cc2ccccn2)Cc2ccco2)cc1 | 4% | u | -25% | -1% | -1% | -9% | -33% | 2% | -1% | u

An excerpt from above with just Rab9 promoter act and BRCA1 expr up:
molecule | Rab9 promoter act | BRCA1 expr up
Cc1ccc(C(=O)c2ccc([N+](=O)[O-])cc2)cc1 | 3% | 14%
CC(OC(=O)c1ccccc1NS(=O)(=O)c1cccc(C(F)(F)F)c1)C(=O)N(C)Cc1ccccc1 (stereo not given) | 7% | -12%

Next part
SMILES | uPA generation | RORgamma inh | ELG1 genotoxic | MBNL1-CUG inh | NPC1 prom act | FLuc modulator | BRCA1 expr up | p53 reactivator | Rab9 promoter act | Gal4-VP16 FLuc
Cc1nn(C)cc1NC(=O)c1ccc(Br)o1 | 4% | 7% | 5% | -1% | -4% | 1% | 5% | 3% | -4% | -4%
CCCCNc1nnc(SCC(=O)N2CCN(S(=O)(=O)c3ccc4ccccc4c3)CC2)s1 | -10% | 17% | -9% | 3% | 0% | 7% | -39% | 0% | -2% | 6%
Cc1cc(C(=O)COC(=O)Cc2n[nH]c(=O)c3ccccc23)c(C)n1-c1cccc(C(F)(F)F)c1 | -7% | u | 2% | 23% | -1% | 6% | -27% | -6% | -2% | u
CCC(C)(C)NC(=O)C1CCCN(S(=O)(=O)c2ccc3c(c2)CC(C)N3C(=O)C2CC2)C1 (stereo not given) | 8% | -10% | -2%[9.26 µM] | 0% | 5% | 0% | -30% | -3% | -7% | -5%
COC(=O)c1ccc(-n2nnnc2SCC(=O)Nc2ccccc2C(=O)OC)cc1 | -2% | 7% | 0% | -5% | 0% | 0% | 4% | -7% | -2% | u
CC(C)[C@H](NC(=O)N1CCC(Cc2ccccc2)CC1)C(=O)O | 8% | 1% | -1% | -11% | -7% | -2% | 10% | -7% | -2% | 2%
COc1ccc(/C=N/NC(=O)c2ccncc2)c(OC)c1 | -4% | -21% | -2% | 13% | -1% | u | -2% | 6% | 3% | 21%
CCN1C(=O)C(O)(CC(=O)c2ccc(-n3cccc3)cc2)c2ccccc21 (stereo not given) | -3% | 23% | 0% | -2% | -4% | 1% | 15% | -3% | 2% | -4%
Cc1ccc(NC(=O)Cn2ccsc2=N)cc1S(=O)(=O)N(C)C | 0% | 23% | -3% | -6% | 2% | -6% | 11% | -2% | 17% | -5%
NC(=O)COC(=O)CNC(=O)c1sc2ccccc2c1Cl | 0% | 0% | 18% | u | 0% | u | 0% | 0% | -1% | -13%
CSc1nnc(-c2cccn(Cc3ccccc3)c2=O)o1 | -1% | -8% | 26% | u | 8% | 4% | 29% | 0% | 1% | -6%
Cc1ccc(S(=O)(=O)/N=C(/Nc2ccccn2)c2ccc(Cl)cc2)cc1 | 2% | 38% | 3% | -9% | 11% | -2% | 48% | 13% | u | -15%
COc1ccc(C(=O)OCC(=O)NCc2ccccc2)c(OC)c1OC | 0% | 6% | 4% | 2% | -2% | -2% | -1% | -4% | 2% | 7%
CC(NC(=O)Cn1c(=O)oc2cc(S(=O)(=O)N3CCCC3)ccc21)c1ccccc1 (stereo not given) | -14% | 0% | 4% | -2% | 2% | 3% | -13% | 2% | 10% | -11%
COCCN(C(=O)c1ccc(-c2ccc(Cl)cc2)o1)c1c(N)n(Cc2ccccc2)c(=O)[nH]c1=O | 1% | x | 0% | x | -1% | 1% | -12% | -5% | 2% | x
Cc1ccccc1C1C(C#N)=C2N=C(N)c3c(sc4c3CCCCC4)N2C2=C1C(=O)CC(C)(C)C2 (stereo not given) | 8% | 13µM* | -3% | -6% | -4% | 6% | -54% | 18% | -6% | u
CCCCn1c(N)c(N(CC(C)C)C(=O)C2CC(=O)N(c3ccc(C)cc3)C2)c(=O)[nH]c1=O (stereo not given) | 3% | x | 2% | x | 4% | 3% | -14% | 6% | 0% | x
O=C(N/N=C/c1ccc(-c2cccc([N+](=O)[O-])c2)o1)[C@H]1C[C@@H]1c1ccccc1 | 9% | 21% | -6% | -2% | -4% | 2% | -11% | -3% | -6% | 1%
Cc1cnc(C(=O)N2CCCC(C(=O)c3cccc(OC(C)C)c3)C2)cn1 (stereo not given) | 1% | u | -5% | 11% | -10% | 2% | 12% | 2% | -5% | 3%
COc1ccc(-n2c(=O)cc(N3CCOCC3)[nH]c2=O)cc1 | 0% | -17% | 0% | 0% | -5% | 2% | -12% | 16% | -2% | -10%
COc1ccc(N2CCN(C(=O)C3=NNC(=O)CC3)CC2)cc1 | 5% | -10% | -8% | -3% | 1% | 0% | -5% | -2% | -3% | 0%
O=C(Nc1cccc([N+](=O)[O-])c1)N1CCCc2ccccc21 | -2% | 16% | 16% | u | 1% | 0% | -30% | u | 9% | -5%

Not a hit list. About 13% of those tested had a hit in this group.
